# Screens deposited in PubChem BioAssay by National Center for Advancing Translational Sciences (NCATS).
# Anesthetic bind – binds horse apoferritin like a general anesthetic; apoferritin/1-aminoanthracene competitive binding, fluorescence; Potency, µM (titrated, usually from 77.5 µM), for the others: at the highest dose activity change, negative = displacement, usual class: inhibitors; 0.074% of 350,000 active; AID 485281; note: potency is the fitted concentration of half-maximal effect; % is set by controls: 0 for no effect and ±100 for the full control effect; nearly all actives have a fitted effect of over 20% in size
#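 10 uM apoferritin + 50% sat. 1-AMA, PBS; cpd 10 min RT; Ex380/Em535 endpoint; normalized to free probe vs complex; 4-param Hill fit; propofol titration as pos. ctrl.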
# APEX1 inh – APE1 (human) endonuclease inhibition. 0.35% of 350,000 active. Potency, µM (titrated, usually from 65.8 µM), for inactives: at the highest dose activity change, negative = inhibition, actives largely listed as inhibitors. recombinant APE1, TAMRA/BHQ-2 abasic DNA cleavage fluorescence;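 note: potency is the fitted concentration of half-maximal effect; plate controls were vehicle for no effect and reference inhibitor for full effect; nearly all actives have a fitted effect of over 55% in size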
# Target sequence (P27695 whole entry, looked up): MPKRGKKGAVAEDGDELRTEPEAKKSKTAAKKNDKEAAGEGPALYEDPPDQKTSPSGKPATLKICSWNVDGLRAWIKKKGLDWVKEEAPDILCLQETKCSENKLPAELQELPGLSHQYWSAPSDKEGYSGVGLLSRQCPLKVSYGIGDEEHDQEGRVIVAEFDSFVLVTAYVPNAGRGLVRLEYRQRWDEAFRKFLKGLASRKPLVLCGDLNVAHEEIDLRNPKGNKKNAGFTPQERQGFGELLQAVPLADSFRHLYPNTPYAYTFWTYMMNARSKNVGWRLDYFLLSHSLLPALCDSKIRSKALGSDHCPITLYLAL
#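 APE1 at 0.75 nM preincubated 15 min at room temperature with compound. Reaction then started with 50 nM double-stranded THF-abasic substrate labelled with TAMRA/BHQ-2, and 525/598 nm fluorescence read kinetically. Activity taken as third-minus-first read difference, normalized to DMSO and NSC13755 controls.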
# BLM inh – blocks DNA unwinding by human BLM helicase | AID 2528 | P54132 | recombinant BLM DNA unwinding, fluorescence dequenching | 0.2% of 350,000 active | Potency, µM (highest dose often 56.1 µM), without a hit: at the top dose activity change, negative = inhibition, most hits filed as inhibitors;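 note: potency is the fitted concentration of half-maximal effect; plate controls were vehicle for no effect and no enzyme for full effect; nearly all actives have a fitted effect of over 35% in size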
# POLI inh – DNA polymerase iota (human) inhibition; 1% of 390,000 active; Q9UNA4; Pol iota fluorescent replication assay, 10 min; Potency, µM (top dose mostly 115 µM), for inactives: top-dose activity, negative = inhibition, usual class: inhibitors; AID 588590; note: potency is the fitted concentration of half-maximal effect
#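 Pol iota at 10 nM preincubated 15 min with compounds at room temperature; reaction started with fluorescent substrate, 50 nM final. Fluorescence read kinetically at 0 and 10 min; buffer-only wells as negative control.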
# Pol kappa inh – DNA polymerase kappa (human) inhibition; purified Pol kappa, fluorescent DNA synthesis assay, 10 min; Potency, µM (doses to about 107 µM), inactives show top-dose activity, negative = inhibition, most hits filed as inhibitors; 0.53% of 400,000 active; note: potency is the fitted concentration of half-maximal effect; % is set by controls: 0 for no effect and ±100 for the full control effect
#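 Kinetic fluorescence screen: compound preincubated 15 min RT with 10 nM enzyme; 50 nM substrate (final) initiates; reads at 0/10 min.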
# PGK inhibitor – blocks T. brucei phosphoglycerate kinase. 0.043% of 380,000 active. Potency, µM (top dose mostly 57.5 µM), for the others: at the highest dose activity change, negative = inhibition, hits mostly inhibitors. PGK/GAPDH coupled, Kinase-Glo luminescence, 60 min; note: potency is the fitted concentration of half-maximal effect; % is set by controls: 0 for no effect and ±100 for the full control effect; nearly all actives have a fitted effect of over 60% in size
#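 Luminescent ATP detection (Kinase-Glo Plus) follows a 60-minute room-temperature incubation, with wells lacking PGK as controls. Buffer: 100 mM TEA (pH 7.6), 5 mM MgCl2, 0.01% Tween-20. Coupling enzyme GAPDH (100 nM final) supplies unstable 1,3-BPG in-well.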
# Pol eta inh – DNA polymerase eta (human) inhibition. 1.2% of 390,000 active. recombinant Pol eta, fluorescent DNA replication assay. Q9Y253. Potency, µM (top dose mostly 114 µM), without a hit: at the top dose activity change, negative = inhibition, actives largely listed as inhibitors; note: potency is the fitted concentration of half-maximal effect; % is set by controls: 0 for no effect and ±100 for the full control effect
# Target sequence (Q9Y253 whole entry, looked up): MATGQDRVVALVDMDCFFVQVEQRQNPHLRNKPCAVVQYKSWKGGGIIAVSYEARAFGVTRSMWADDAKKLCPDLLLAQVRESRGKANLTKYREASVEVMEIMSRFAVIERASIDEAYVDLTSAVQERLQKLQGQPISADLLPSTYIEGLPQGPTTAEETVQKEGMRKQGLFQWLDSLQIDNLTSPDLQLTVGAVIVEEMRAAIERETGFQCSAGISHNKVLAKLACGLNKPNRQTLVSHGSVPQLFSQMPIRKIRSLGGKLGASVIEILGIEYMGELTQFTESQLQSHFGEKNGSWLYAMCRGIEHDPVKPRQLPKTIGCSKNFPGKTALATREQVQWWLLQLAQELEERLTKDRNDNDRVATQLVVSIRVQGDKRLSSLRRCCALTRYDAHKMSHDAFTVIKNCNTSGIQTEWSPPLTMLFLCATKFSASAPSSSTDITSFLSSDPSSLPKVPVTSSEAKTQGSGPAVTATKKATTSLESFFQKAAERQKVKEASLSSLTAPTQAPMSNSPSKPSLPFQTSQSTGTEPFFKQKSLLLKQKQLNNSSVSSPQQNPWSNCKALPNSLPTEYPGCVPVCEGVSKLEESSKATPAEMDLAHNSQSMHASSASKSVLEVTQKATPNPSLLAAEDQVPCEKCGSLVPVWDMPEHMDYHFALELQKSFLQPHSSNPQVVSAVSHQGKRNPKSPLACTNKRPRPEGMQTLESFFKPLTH
#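 Pol eta at 10 nM preincubated with compounds 15 min at room temperature; reaction started with fluorescent substrate (50 nM final) and read kinetically at 0 and 10 min.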
# RXFP1 antag – blocks the human relaxin receptor RXFP1. 0.59% of 350,000 active. activity change, negative = inhibition, % at 57.5 µM. Q9HBX9. HEK293-RXFP1, relaxin-stimulated cAMP HTRF, 30 min; stronger effect = lower value;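 active = activity change of -60% or lower, but not beyond a set lower limit; inconclusive = change between -60% and -40%, or beyond the set limit; inactive = change above -40%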; note: % is set by controls: 0 for no effect and ±100 for the full control effect
# Pol beta inh – blocks human DNA polymerase beta activity. 1.3% of 340,000 active. Pol beta primer extension/strand displacement, fluorescence kinetic. Potency, µM (titrated, usually from 114 µM), inactives show at the top dose activity change, negative = inhibition, actives largely listed as inhibitors. AID 485314. P06746; note: potency is the fitted concentration of half-maximal effect; % is set by controls: 0 for no effect and ±100 for the full control effect
#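 Curves were derived by four-parameter Hill fits of normalized qHTS data. The kinetic fluorescent primer-extension read was taken at 0 and 10 min after 50 nM substrate, following a 15 min room-temperature preincubation of 10 nM enzyme with compounds.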
# Active calls of the source: *; i = inactive; ? = inconclusive; nt = no result given; & = joins results of further samples; [ ] = remark or other dose. Unless noted, calls come from the whole dose curve; as a rule, active = well fitted curve in the direction sought with a large enough effect; inconclusive = small, poorly fitted or top-dose-only effect, or another doubt; inactive = no such curve, though single readings can be large; an effect the other way counts as inactive or inconclusive. Only part of the results is shown, so the mix of outcomes need not match the whole.
SMILES,Anesthetic bind,APEX1 inh,BLM inh,POLI inh,Pol kappa inh,PGK inhibitor,Pol eta inh,RXFP1 antag,Pol beta inh
C=C(C)c1cccc(C(C)(C)NC(=O)N2CCN(c3ccccc3)CC2)c1,1%,?,1%,33%[activator],13%,-2%,-14%,0,20%
COc1cccc(C(=O)/C=C/Nc2ccc(S(=O)(=O)Nc3cccc(C(C)=O)c3)cc2)c1,?,-2%,-7%,0%,-18%,4%,-11%,-4,-29%
CCOC(=O)C1CCCN(Cc2nc(N)nc(Nc3ccc(Cl)cc3)n2)C1 (stereo not given),-1%,-1%,-1%,5%,-17%,-5%,-8%,-4,3%
COc1c(OC)c2[nH]c(=O)cc3c4ccccc4n(c1=O)c23,nt,2%,nt,0%,4%,-4%,-8%,-5,nt
COc1cccc(NC(=O)COC(=O)C2CC(=O)N(c3ccc(C)cc3)C2)c1 (stereo not given),nt,42%[activator],nt,-1%,-9%,-1%,-2%,-4,nt
Cc1nn2c(N)c(-c3ccccc3)cnc2c1-c1ccc(Cl)cc1,39%[activator],15%,-12%,38%[activator],-2%,-10%,-11%,-21,27%
COc1ccc(OCCCN(C)Cc2ccccc2)cc1,-17%,22%,-7%,1%,-12%,-1%,-1%,-3,24%
Clc1ccc(-c2c[n+](Cc3ccc(Cl)cc3Cl)c3n2CCCCC3)cc1,0%,2%,41%[activator],18%,2%,-2%,-3%,nt,7%
C/C(=N/NC(=O)CSc1nc2ccccc2n1C)c1ccncc1,?,-1%,-3%,?,5%,-4%,-14%,1,13%
c1ccc(C2[C@H]3CN(CC4CCCCC4)[C@H](c4ccccc4)C34CC2(c2ccccc2)C4)cc1 (stereo not given in full),-12%&-8%,12%&4%,-8%&-4%,18%,7%,-11%,-20%,nt,-16%
CCOc1c2ccc(C(=O)NCC34CC5CC(CC(C5)C3)C4)cc2nn1CC,?,-2%,-4%,?,4%,-7%,-14%,nt,?
O=C(O)c1nn(-c2ccccc2C(F)(F)F)cc1O,-10%,2%,-1%,4%,4%,0%,-2%,3,0%

# One compound at a time (already shown).
# Clc1ccc(-c2c[n+](Cc3ccc(Cl)cc3Cl)c3n2CCCCC3)cc1 reads Anesthetic bind = 0%; APEX1 inh = 2%; BLM inh = 41%[activator]; POLI inh = 18%; Pol kappa inh = 2%; PGK inhibitor = -2%; Pol eta inh = -3%; RXFP1 antag = nt; Pol beta inh = 7%
# CCOC(=O)C1CCCN(Cc2nc(N)nc(Nc3ccc(Cl)cc3)n2)C1 (stereo not given) reads Anesthetic bind = -1%; APEX1 inh = -1%; BLM inh = -1%; POLI inh = 5%; Pol kappa inh = -17%; PGK inhibitor = -5%; Pol eta inh = -8%; RXFP1 antag = -4; Pol beta inh = 3%

# (more compounds)
SMILES,Anesthetic bind,APEX1 inh,BLM inh,POLI inh,Pol kappa inh,PGK inhibitor,Pol eta inh,RXFP1 antag,Pol beta inh
CSc1ccc(S(=O)(=O)NCc2ccc(C)cc2)cc1,-22%,12%,-3%,?,-1%,-6%,-13%,7,-12%
COC1=CC(=O)OC(c2ccc(OC)cc2)C1 (stereo not given),nt,nt,nt,10%,4%,10%,-21%,4,nt
Cc1cc2nc(-c3ccc(NC(=O)C(C)C)cc3)oc2cc1C,-6%,1%,-6%,22%,-8%,i,-20%,-2,-3%
COc1ccc(CNC(=O)[C@H](C)NC(=O)[C@@H]2Cc3ccccc3CN2)cc1,-6%,26%,-2%,40%[activator],1%,-2%,2%,5,9%
Cc1cc(C)cc(NC(=O)C2C3C=CC(O3)C2C(=O)O)c1 (stereo not given),-8%,15%,-4%,14%,-19%,-4%,-14%,15,6%
Cc1cc(Oc2ccc(-c3ccccc3)cc2)n2ncnc2n1,?,3%,-2%,-5%,8%,i,-8%,-4,11%
COc1ccc(CCN(C)C/C=C/c2ccccc2)cc1OC,-3%,-7%,-10%,7%,-6%,-9%,-4%,-4,2%
CCOc1ccc(-c2cn3c(n2)sc2cc(C(=O)NCCc4ccc(OC)cc4OC)ccc23)cc1,-3%,nt,-4%,-20%,-20%,9%,-12%,-9,-6%
COc1ccc(S(=O)(=O)N2CCOCC2)cc1NC(=O)CCCOc1ccc(Cl)cc1C,nt,-16%,nt,-12%,-8%,i,-19%,-3,nt
COC(=O)c1ccc(CCc2cc(O)ccc2O)cc1,nt,nt,nt,16%,-5%,-10%,-5%,-72*,nt
C/C(=N\NC(=O)COc1cccc(C)c1)c1ccc2ccccc2c1O,0%,28%,0%,4%,9%,0%,-6%,-21,-2%
O=C1c2ccccc2C(=O)c2c1ccc(O)c2O,-9%,?,-18%&-9%,-19%,?,?,?,-15,nt
C/C(=N\NC(=O)C(=O)Nc1c(C)n(C)n(-c2ccccc2)c1=O)c1ccc(Cl)s1,-6%,20%,-1%,-3%,-15%,1%,-13%,-29,13%
CCOc1ccccc1N(CC(=O)N1CCCC1)S(C)(=O)=O,-3%,13%,-2%,148%[activator],5%,3%,-7%,-7,-7%
CN1CCN(c2nc(-c3ccccc3)ncc2S(C)(=O)=O)CC1,-3%,40%,2%,29%,-2%,-9%,-7%,3,0%
COc1ccc(CN(CCC#N)CCC2(c3ccccc3)CC(C)N(C)CC2C)cc1OC (stereo not given),-7%,2%,5%,31%[activator],-1%,6%,-6%,-19,20%
O=C1c2cccc3cccc(c23)C(=O)N1OS(=O)(=O)c1ccccc1,-13%,-3%,2%,15%,0%,6%,-10%,8,-8%
COC(=O)c1cc(NC(=O)/C=C/c2ccc3c(c2)OCO3)cc(C(=O)OC)c1,-9%,-6%,-7%,-1%,-12%,-4%,?,-10,11%
CCc1ccccc1N(CC(=O)NCC1CCCO1)C(=O)CCC(=O)Nc1nccs1 (stereo not given),3%,65%[activator],1%,129%[activator],-4%,-1%,-18%,1,-27%
CCOC(=O)c1cc2c(s1)-c1c(C)cccc1OC2,284%[activator],-3%,-5%,-18%,-6%,-9%,-15%,-21,14%
Cc1c(Cl)ccc2c(C(O)CBr)cc(-c3ccccc3)nc12 (stereo not given),nt,nt,nt,3%,-18%,2%,-8%,-14,nt
COc1ccc(-c2noc(-c3cccs3)n2)cc1OC,-3%,-4%,0%,?,1%,-5%,-5%,-17,19%
CCOc1ccc2nc(NC(=O)c3cc(=O)c4ccc(C)cc4o3)sc2c1,-1%,nt,-7%,4%,11%,0%,5%,-2,5%
COc1cccc(NC(=O)Cn2c(=O)oc3cc(S(=O)(=O)N4CCCCC4)ccc32)c1,145%[activator],nt,-2%,?,-13%,i,-5%,nt,-2%

# With a hit mark in RXFP1 antag, of those listed so far:
canonical_smiles	BLM inh	POLI inh	Pol kappa inh	PGK inhibitor	Pol eta inh	RXFP1 antag
COC(=O)c1ccc(CCc2cc(O)ccc2O)cc1	nt	16%	-5%	-10%	-5%	-72*

# Going on with the list.
SMILES,Anesthetic bind,APEX1 inh,BLM inh,POLI inh,Pol kappa inh,PGK inhibitor,Pol eta inh,RXFP1 antag,Pol beta inh
COc1ccc(N2CCC(CNC(=O)Nc3ccccc3)C2)cc1 (stereo not given),-10%,8%,-4%,5%,-2%,4%,-14%,-10,-2%
CCOc1cc2c(cc1OCC)C(c1ccc(O)c(OC)c1)NCC2 (stereo not given),nt,nt,nt,14%,-15%,1%,-3%,nt,nt
Cc1ccccc1Nc1c(-c2ccc(N3CCOCC3)cc2)nc2cccc(C)n12,-11%,nt,-10%,10%,4%,i,-15%,-14,2%
COc1ccc(Nc2nc(-c3sc(C)nc3C)cs2)c(OC)c1,-17%,22%,-14%,8%,-6%,-7%,-26%,nt,-17%
O=C(CNC(=O)c1ccco1)NCC(=O)OCc1ccccc1Br,-13%,1%,-5%,3%,-10%,1%,-1%,-8,14%
CCc1nn2c(=O)cc(COC(=O)CNC(=O)COc3ccc(C)cc3)nc2s1,-14%,nt,0%,-10%,-13%,-4%,-11%,nt,-2%
CCc1ccc(/C=C2/Sc3ccccc3N(CC(=O)NCC3CCCO3)C2=O)cc1 (stereo not given),-1%,-19%,-5%,-6%,-16%,9%,-10%,?,-6%
COc1ccc2c(C)nc(Nc3nc(-c4ccccc4)cc(=O)[nH]3)nc2c1,-11%,2%,-24%,57%[activator],1%,-5%,-15%,-11,61%
CCN(CC)CCNC(=O)Cn1ncc2c3ccccc3n(Cc3ccc(Cl)cc3)c2c1=O,-3%,nt,18%,36%[activator],1%,-7%,-21%,2,1%
O=C(NCCc1ccccc1)c1sc2ncccc2c1-n1cccc1,-8%,nt,-4%,26%,-9%[60.1 µM],6%,-23%,-22,3%
COc1cccc(CNC(=O)C2CCN(S(=O)(=O)c3c(C)noc3/C=C/c3cccs3)CC2)c1,5%,nt,-4%,?,-10%,i,-2%,12,11%
CCC(=O)N1c2ccccc2CC1C(=O)NCCc1cc(OC)c(OC)c(OC)c1 (stereo not given),51%[activator],nt,-1%,15%,-14%[60.1 µM],-1%,0%,-1,7%
Cc1cccc(C(=O)OCC(=O)NN2C(=O)NC3(CCC(C)CC3)C2=O)c1O (stereo not given),nt,-3%,nt,10%,0%,7%,-24%,-9,nt
COc1ccc(CCN2C(=O)C(Oc3ccccc3C)C2c2ccc3c(c2)OCO3)cc1OC (stereo not given),81%[activator],-11%,-10%,5%,-14%,i,-19%,-3,?
O=C(Nc1cccc(C(F)(F)F)c1)c1cccnn1,-10%,32%,-4%,-15%,-5%,-3%,-4%,-8,31%
Cc1nc(CCNC(=O)CC2C(=O)NCCN2Cc2ccccc2)nc2c1CCC2 (stereo not given),-11%,6%,-4%,8%,-15%,1%,-4%,-5,12%
CCOC(=O)C1CCN(C(=O)C2CCCCC2)CC1,-5%,-7%,-2%,15%,-7%,-4%,-6%,-3,-30%
